bovine MsrA act: activators of bovine methionine sulfoxide reductase A | purified bovine MsrA, absorbance read-out | 360,000 tested, 0.3% active | activation, % at 10.6 µM; in the data active means activation above about 7.5%;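 further: 0% = vehicle and 100% = reference activator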
Neddyl block: blocks human cullin neddylation; P61081+Q13564; TR-FRET cullin neddylation, biochemical; calls only at 25 µM; 360,000 tested, 0.58% active; in the data active means inhibition above about 36%
E coli Lon inh: E. coli protease La inhibition. P0A9M0. purified E. coli Lon protease, fluorescence polarization. inhibition, % at 7.94 µM. 360,000 tested, 0.42% active. AID 602123; in the data active means inhibition above about 13%, passing the limit was not always enough;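 further: 0% = enzyme with probe and DMSO and 100% = no enzyme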
Target sequence (P0A9M0 whole entry, looked up): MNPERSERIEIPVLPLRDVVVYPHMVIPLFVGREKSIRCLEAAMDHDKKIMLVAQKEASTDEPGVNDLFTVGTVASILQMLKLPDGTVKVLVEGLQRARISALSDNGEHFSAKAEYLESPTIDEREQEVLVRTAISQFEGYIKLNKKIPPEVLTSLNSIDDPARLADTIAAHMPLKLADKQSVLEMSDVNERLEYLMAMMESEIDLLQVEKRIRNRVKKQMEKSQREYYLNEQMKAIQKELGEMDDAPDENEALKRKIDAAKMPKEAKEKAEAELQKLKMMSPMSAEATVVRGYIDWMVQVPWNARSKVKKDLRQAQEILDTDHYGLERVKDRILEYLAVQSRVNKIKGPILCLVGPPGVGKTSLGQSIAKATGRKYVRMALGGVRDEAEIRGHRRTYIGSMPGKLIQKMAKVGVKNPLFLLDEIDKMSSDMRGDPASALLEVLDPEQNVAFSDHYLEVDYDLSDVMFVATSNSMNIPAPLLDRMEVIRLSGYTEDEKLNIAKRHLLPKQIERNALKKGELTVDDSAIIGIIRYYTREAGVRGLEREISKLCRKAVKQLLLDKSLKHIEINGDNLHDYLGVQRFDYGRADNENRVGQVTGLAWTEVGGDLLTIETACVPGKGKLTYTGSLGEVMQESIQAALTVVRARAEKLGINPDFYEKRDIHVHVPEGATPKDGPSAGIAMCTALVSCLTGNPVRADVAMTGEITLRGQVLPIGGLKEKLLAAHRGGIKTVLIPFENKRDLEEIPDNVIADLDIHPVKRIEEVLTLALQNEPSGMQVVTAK
NRP1-CendR mod: alters CendR peptide binding to human NRP-1; O14786; FAM-RPARPAR peptide binding to NRP-1, fluorescence polarization; inhibition, % at 25 µM; 360,000 tested, 0.85% active;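 active means inhibition or corrected inhibition above about 18%, plus a signal ratio from 0.5 to 1.5, limit read from the data, passing the limit was not always enough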; further: strong numbers were not always called active
SKN-1 block: blocks SKN-1 activity in C. elegans; inhibition, % at 21.8 µM; 360,000 tested, 0.49% active; AID 624304; C. elegans VP596 Pgst-4::GFP/RFP ratio, acrylamide-induced, 24 h;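 active means interference check ratio from 0.5 to 1.5 plus GFP to RFP signal ratio inhibition reaching or exceeding a fixed threshold, cut at about 30% in these data, passing the limit was not always enough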; further: some compounds called inactive have numbers as strong as hits
MLLE-PAM2 inh: inhibitors of microRNA-mediated deadenylation, human PABP1 MLLE binding; P11940; GST-MLLE / FITC-PAM2 fluorescence polarization; inhibition, % at 20 µM; 360,000 tested, 0.36% active; in the data active means inhibition above about 35%, passing the limit was not always enough;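 further: plate controls were DMSO wells with GST-MLLE for no effect and wells lacking GST-MLLE protein for full effect; some results filed as inactive read as strong as hits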
FAS-TE inh: inhibitors of human fatty acid synthase thioesterase domain. recombinant FAS-TE, OMFH fluorogenic substrate, fluorescence endpoint. inhibition, % at 15 µM. AID 602261. P49327. 360,000 tested, 0.67% active;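 active means compounds whose normalised, plate-corrected inhibition of enzyme fluorescence in the single-dose primary screen is 50% or more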;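 further: 0% = DMSO with enzyme and 100% = substrate without enzyme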
Rin1 Abl inh: human Rin1-Abl interaction inhibition | P00519+Q13671 | TR-FRET Rin1/Abl binding, biochemical | inhibition, % at 7.35 µM | 360,000 tested, 0.4% active; in the data active means inhibition above about 5%, passing the limit was not always enough
MT1-MMP act inh: blocks activation of human MT1-MMP; 360,000 tested, 0.061% active; GFP/RFP ratio change, % at 20 µM; AID 651647; HT1080 RFP-PRO-GFP cells, GFP/RFP ratio fluorescence, overnight; percent of plate control window, DMSO zero; P50281;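 active means GFP/RFP ratio change of at least 30% with cell ATP level not reduced by more than half and red fluorescence within 50% of control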; further: strong numbers were not always called active
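Assay system – RFP-PRO-GFP reporter HT1080 cells · Compound dosing – single dose of 20 µM compound, 1% DMSO final · Incubation – overnight compound exposure at 37 °C · Measure – GFP/RFP fluorescence ratio · Benchmarks – DMSO wells and RFP-L50D-GFP cells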
The depositor's hits bear a star; i = inactive; x = not tested or not shown.

no.	Molecule	bovine MsrA act	Neddyl block	E coli Lon inh	NRP1-CendR mod	SKN-1 block
1	CCC(C)SCc1nc2ccccc2[nH]1 (centres undefined)	2	i	-7	-11	7
2	CCCn1c(SCC(=O)Nc2cccc(S(=O)(=O)N(C)C)c2)nc2ccccc2c1=O	-3	i	-5	-2	9
3	C=C(C)Cn1c(Sc2nnc(C)s2)nc2c1c(=O)[nH]c(=O)n2C	-3	i	0	0	-2
4	O=C(/C=C/c1ccc([N+](=O)[O-])cc1)Nc1ncc([N+](=O)[O-])s1	-3	i	1	6	3
5	CCOC(=O)c1cc2c(ccn2C)n1CC(=O)N(C)C	0	i	2	5	7
6	O=C(N[C@@H]1CCC(=O)N(CC[C@H](Sc2ccc(Br)cc2)c2ccccc2)CC1)OCc1ccccc1	0	i	4	20*	6
7	CCOC(=O)CN1C(=O)C(O)=C(C(C)=O)C1c1ccc(F)cc1 (centres undefined)	-6	i	-7	-13	-14
8	Cn1c(CSCc2ccccc2Cl)n[nH]c1=S	1	i	-5	-10	1
9	Cn1c(=O)c2c(nc(N3CCCCC3)n2CCCNC2=NCCCC2)n(C)c1=O	-8	i	-10	-4	3
10	O=C(Nc1csc([N+](=O)[O-])c1)Nc1c(Cl)cccc1Cl	-11	i	9	-7	6
11	CN(C)CCn1c(COc2ccccc2)nc2ccccc21	-2	i	-2	12	-6
12	O=C1/C(=C\c2ccc(Br)o2)SC(=Nc2ccccc2)N1c1ccccc1	-3	i	-3	-24	0
13	Cc1ccc(S(=O)(=O)NNC(=O)c2csnn2)cc1	-2	i	-2	-2	1
14	O=C(COC(=O)Cc1ccc(S(=O)(=O)N2CCOCC2)s1)Nc1ccccc1	-2	i	0	-13	0
15	CC(=O)OCC(=O)Nc1ccc(C(C)=O)cc1	-12	i	28*	-6	6

no.	MLLE-PAM2 inh	FAS-TE inh	Rin1 Abl inh	MT1-MMP act inh
1	-4	-8	2	0
2	-10	18	1	-4
3	-11	-6	1	7
4	-16	9	2	-9
5	1	-4	2	0
6	16	19	6	-4
7	5	-4	3	3
8	-5	-9	1	7
9	7	-7	2	-5
10	-2	-3	-3	x
11	-5	-9	1	6
12	9	18	3	-13
13	-3	-11	-1	0
14	-3	-3	0	-2
15	-51	-12	-5	-2

Continuation.
no.	Molecule	bovine MsrA act	Neddyl block	E coli Lon inh	NRP1-CendR mod	SKN-1 block
16	COC(=O)c1c(C(=O)OC)c(-c2ccc(F)cc2)n2c1CS(=O)(=O)C2	-4	i	1	-4	-6
17	CCCCn1c(N)c(N(CCOC)C(=O)c2ccc(N3C(=O)CCC3=O)cc2)c(=O)[nH]c1=O	-4	i	-3	-1	9
18	CC(C)c1ccc(N=C(N)N=C(N)N)cc1	-7	i	1	4	1
19	CCOc1ccc(OCCC(=O)OCC(=O)NNC(=O)c2ccccc2)cc1	-8	i	1	4	-3
20	COc1ccc(-c2cc(C(F)(F)F)nc(SCC(=O)Nc3cc(C)on3)n2)cc1OC	-9	x	-6	39*	-4
21	CCOC(=O)NC(C)N1C(=O)C2C3C=CC(C3)C2C1=O (centres undefined)	-3	i	9	-1	-3
22	Cc1ccc(NC(=O)COC(=O)CCC(=O)c2cccs2)c(Br)c1	-6	i	-5	3	5
23	O=C(CN1CCCC1)Nc1cc(C(F)(F)F)cc(C(F)(F)F)c1	0	i	3	10	-3
24	CC1CCN(S(=O)(=O)c2ccc(NC(=O)CCNC(=O)c3ccc(Cl)cc3)cc2)CC1	-1	i	-6	3	-11
25	CCC(=O)Nc1ccc(C(=O)NCCCn2ccnc2)cc1	-6	i	-1	-1	4
26	COc1nsnc1NS(=O)(=O)c1ccc(NC(=S)NC(=O)c2ccncc2)cc1	-11	i	1	4	-7
27	Cc1nn(-c2ccccc2)nc1C(=O)Nc1nnc(C(F)(F)F)s1	-1	i	5	5	5
28	CCCC(=O)N1CCCC1(C)C(=O)Nc1ccc(OC(F)F)cc1 (centres undefined)	0	i	-10	-5	-10
29	C/C(=N\NC(=O)NC1CCCCC1)C1CCCCC1	-2	i	-1	0	17
30	CC(=O)c1cc(C#N)c(Oc2ccc(Cl)cc2Cl)nc1C	-4	i	-2	-2	-15

no.	MLLE-PAM2 inh	FAS-TE inh	Rin1 Abl inh	MT1-MMP act inh
16	1	-8	0	-3
17	2	-1	1	-2
18	4	-10	-2	0
19	-4	-3	1	-2
20	7	5	1	4
21	-6	-6	1	2
22	-5	0	5	-5
23	6	-5	-1	3
24	-8	1	4	8
25	-6	-11	-2	0
26	33	-4	4	-8
27	-2	-1	0	-2
28	16	-5	2	0
29	-7	-4	-1	-7
30	12	2	0	-3

(next part)
no.	Molecule	bovine MsrA act	Neddyl block	E coli Lon inh	NRP1-CendR mod	SKN-1 block
31	CCN(C(=O)COc1ccc(C(C)=O)cc1)c1cccc2ccccc12	-7	i	-18	36*	-13
32	COc1ccc(CCNC(=O)c2ccc(N(C)S(=O)(=O)c3ccccc3)cc2)cc1	-3	i	5	-6	-13
33	CCCCCCCCOC(=O)C(NC(=O)CCC(=O)Nc1ccc(S(N)(=O)=O)cc1)C(O)c1ccccc1 (centres undefined)	0	i	4	16	30
34	Cc1ccc(NS(=O)(=O)c2cccc(C(=O)NC3CCN(Cc4ccccc4)CC3)c2)c(C)c1	0	i	-8	4	6
35	Cc1cc(C)c(S(=O)(=O)N2CCCC2)c(C)c1	-3	i	-6	8	-3
36	Cn1c(=O)oc2cc(S(=O)(=O)N3CCN(c4ccccn4)CC3)ccc21	-5	i	-3	-7	-22
37	CN(CCOc1ccc(Br)cc1)C(=O)CNC(=O)c1ccc2ccccc2c1	-2	i	-1	15	10
38	COc1ccc(Cl)cc1C(=O)NCCCN1CCOCC1	4	i	8	2	8
39	O=C(N/C(=C\c1ccco1)C(=O)N1CCC(O)CC1)c1ccccc1	-1	i	12	8	13
40	O=C(CSc1ccc(Cl)cc1)Nc1ncccn1	-4	i	-7	0	5
41	CSCCC(NC(=O)C1CCC(C)CC1)C(=O)O (centres undefined)	0	i	2	-9	2
42	Cc1ccc(S(=O)(=O)N2CC(C(=O)O)Oc3ccccc32)cc1 (centres undefined)	-2	i	0	17	-10
43	COc1ccc(/C(O)=C2/C(=O)C(=O)N(Cc3cccnc3)C2c2ccccn2)cc1 (centres undefined)	-12	i	-6	6	-8
44	Cc1ccc(C(=O)N2CC3(C)CN(C(=O)c4ccc(C)cc4)CC(C)(C2)C3=O)cc1	-9	i	-5	1	-2
45	COC(=O)C1CSC(C(=O)OC)N1C(=O)CN1CCN(c2ccccc2)CC1 (centres undefined)	0	i	-5	3	-1

no.	MLLE-PAM2 inh	FAS-TE inh	Rin1 Abl inh	MT1-MMP act inh
31	1	10	2	-2
32	2	11	1	4
33	6	2	2	4
34	10	2	0	4
35	7	-1	1	6
36	24	4	-3	-2
37	-4	20	-2	1
38	-12	-6	-2	-1
39	0	-3	-3	1
40	5	-7	2	-3
41	0	-10	0	-4
42	-9	-12	0	-3
43	10	-4	-4	0
44	-7	-14	-1	-1
45	7	-3	3	-3

E coli Lon inh, hit marks shown above.
No.	SMILES	bovine MsrA act	Neddyl block	E coli Lon inh	NRP1-CendR mod	SKN-1 block	MLLE-PAM2 inh	Rin1 Abl inh	MT1-MMP act inh
15	CC(=O)OCC(=O)Nc1ccc(C(C)=O)cc1	-12	i	28*	-6	6	-51	-5	-2

Later entries
no.	Molecule	bovine MsrA act	Neddyl block	E coli Lon inh	NRP1-CendR mod	SKN-1 block
46	C[C@@H]1CCCCO[C@H](CN(C)C(=O)NC2CCCCC2)[C@@H](C)CN([C@H](C)CO)C(=O)c2cc(NC(=O)c3ccccc3)ccc2O1	-1	i	-7	-28	1
47	CC1CCN(c2ccccc2N)CC1	-2	i	10	7	2
48	Cc1cc2c(NCCc3ccccc3)ncnc2s1	-9	i	2	-13	-11
49	O=C(Nc1ccccc1C(=O)N1CCOCC1)c1ccncc1	-11	i	-5	6	-8
50	COc1ccc(C(=O)NC(=S)N2CCN(c3ccc([N+](=O)[O-])cc3)CC2)cc1	-4	i	-4	-1	-1
51	Cc1cc(=O)oc(C)c1C(=O)NC12CC3CC(CC(C3)C1)C2	-7	i	-8	2	-21
52	O=C(Cn1cnc2c(nnn2-c2ccccc2)c1=O)N1CCOCC1	-4	i	1	-1	4
53	COc1cc(/C=C/C(=O)OCC(=O)NC(C)c2ccccc2)cc(OC)c1OC (centres undefined)	0	i	-8	-4	-3
54	CS(=O)(=O)CCSc1ncccc1C(=O)NCc1cccs1	-2	i	0	3	-3
55	O=C(Cc1ccccc1)CC(CC(=O)c1ccccc1)c1ccccc1 (centres undefined)	-3	i	-1	1	10
56	Cc1ccc(CNC(=O)CCc2c(C)nc3c(c(C)nn3-c3ccc(C)cc3)c2C)cc1	-1	i	-3	6	18
57	O=C(NC(=S)N(CCO)Cc1ccccc1)c1ccc(S(=O)(=O)N2CCCC2)cc1	-2	i	-2	-1	6
58	O=C(N/N=C/c1cccc(Oc2ccccc2)c1)c1ccccc1F	-6	i	1	8	1
59	COc1cccc(NS(=O)(=O)c2ccc3c(c2)n(C)c(=O)c(=O)n3C)c1	0	i	-6	-13	-7
60	O=C(O)c1ccc(CN2C[C@@H](CO)O[C@@H](n3cnc4c(Nc5ccccc5)ncnc43)C2)cc1	2	i	-8	6	-9

no.	MLLE-PAM2 inh	FAS-TE inh	Rin1 Abl inh	MT1-MMP act inh
46	-20	-3	-1	0
47	26	-6	2	-1
48	-8	3	-1	12
49	0	-5	1	-5
50	-50	36	-6	7
51	23	-4	0	5
52	-5	-12	0	-2
53	-23	-3	-3	4
54	-13	-1	-3	3
55	-11	27	2	-8
56	13	2	-3	-1
57	21	-4	-2	4
58	16	11	2	-4
59	-3	4	-2	3
60	-10	-2	2	-2

Only Neddyl block, for some of the entries so far:
No.	Structure	Neddyl block
59	COc1cccc(NS(=O)(=O)c2ccc3c(c2)n(C)c(=O)c(=O)n3C)c1	i
60	O=C(O)c1ccc(CN2C[C@@H](CO)O[C@@H](n3cnc4c(Nc5ccccc5)ncnc43)C2)cc1	i

(more compounds)
no.	Molecule	bovine MsrA act	Neddyl block	E coli Lon inh	NRP1-CendR mod	SKN-1 block
61	OC(COCc1ccccc1)COCc1ccccc1	-13	i	-3	1	3
62	COC(=O)c1nn(-c2ccccc2)c(Sc2ccc(Br)cc2)c1/C=N/O	-2	i	-1	10	-23
63	COc1ccc(OCc2n[nH]c(=S)n2-c2ccc(C)cc2)cc1	4	i	-1	12	5
64	CCOC(=O)Cc1ccc(NC(=O)c2ccc(C(C)(C)C)cc2)cc1	-3	i	-4	8	-2

no.	MLLE-PAM2 inh	FAS-TE inh	Rin1 Abl inh	MT1-MMP act inh
61	16	-5	0	-4
62	-2	-20	0	1
63	2	-7	0	4
64	14	2	1	-7

Single entries from above:
Under NRP1-CendR mod, OC(COCc1ccccc1)COCc1ccccc1 is listed with 1
Under MLLE-PAM2 inh, COC(=O)c1nn(-c2ccccc2)c(Sc2ccc(Br)cc2)c1/C=N/O is listed with -2
Under E coli Lon inh, CCOC(=O)Cc1ccc(NC(=O)c2ccc(C(C)(C)C)cc2)cc1 is listed with -4
Under Rin1 Abl inh, COc1ccc(OCc2n[nH]c(=S)n2-c2ccc(C)cc2)cc1 is listed with 0

Record cards, from the list above:
Cc1nn(-c2ccccc2)nc1C(=O)Nc1nnc(C(F)(F)F)s1 across the screens: bovine MsrA act: -1; Neddyl block: i; E coli Lon inh: 5; NRP1-CendR mod: 5; SKN-1 block: 5; MLLE-PAM2 inh: -2; FAS-TE inh: -1; Rin1 Abl inh: 0; MT1-MMP act inh: -2
COc1cc(/C=C/C(=O)OCC(=O)NC(C)c2ccccc2)cc(OC)c1OC (centres undefined) across the screens: bovine MsrA act: 0; Neddyl block: i; E coli Lon inh: -8; NRP1-CendR mod: -4; SKN-1 block: -3; MLLE-PAM2 inh: -23; FAS-TE inh: -3; Rin1 Abl inh: -3; MT1-MMP act inh: 4
